PGE2 EP2 inh: inhibitors of human EP2 prostaglandin E2 receptor; P43116; C6 glioma cells expressing human EP2, cAMP TR-FRET; cells stimulated with saturating PGE2; inhibition, % at 25 µM; 260,000 tested, 0.52% active; AID 1422;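 active = percent inhibition above 40 after rounding to a whole number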;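 also: rat C6 glioma host cells with rolipram phosphodiesterase inhibitor present; the protocol text gives 20 µM as final concentration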
Target sequence (P43116 whole entry, looked up): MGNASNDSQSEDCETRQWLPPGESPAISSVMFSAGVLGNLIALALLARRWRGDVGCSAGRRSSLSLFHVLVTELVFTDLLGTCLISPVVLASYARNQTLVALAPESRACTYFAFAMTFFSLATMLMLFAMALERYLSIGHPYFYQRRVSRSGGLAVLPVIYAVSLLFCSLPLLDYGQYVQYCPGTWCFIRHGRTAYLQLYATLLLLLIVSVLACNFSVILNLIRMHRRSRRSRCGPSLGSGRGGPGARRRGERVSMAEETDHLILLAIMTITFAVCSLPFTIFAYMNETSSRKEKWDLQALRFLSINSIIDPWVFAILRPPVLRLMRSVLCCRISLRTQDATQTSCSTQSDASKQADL
* marks the source's active call; other numbers are inactive results. Only part of the results is shown. The share of hits here may be higher or lower than overall.

SMILES | PGE2 EP2 inh
Cc1cc(C)nc(SCC(=O)Nc2ccc(C)c(C)c2)n1 | 8
Nc1ccc(NC(=O)CN2CCCCC2)cc1 | 14
O=C1COc2ccc(S(=O)(=O)NCC3COCCO3)cc2N1 (configuration not stated) | 4
O=C(NC12CC3CC(CC(C3)C1)C2)C1CCN(S(=O)(=O)c2ccc(Cl)cc2)CC1 | 6
CC(O)CN1C(=O)C(=O)/C(=C(\O)c2ccc(Cl)cc2)C1c1cccnc1 (configuration not stated) | 13
COCCOc1cccc(CN2CC(CN3CCOCC3)c3ccccc32)c1 (configuration not stated) | 9
Cn1nc(C(C)(C)C)cc1C(=O)N1CCC[C@H](Cn2cc(C(=O)N3CCOCC3)nn2)C1 | 9
COc1ccc2c(c1)C=C(CN1CCC(O)(c3ccc(F)cc3)CC1)CO2 | 6
Cc1nnc2nc(-c3ccc(NC(=O)C4CCN(S(C)(=O)=O)CC4)cc3)cn2c1C | 7
COc1cc2cc3c(N)c(C(=O)NCc4cccs4)sc3nc2cc1OC | 28
CCOC(=O)/C=C/c1ccc2c(c1)S(=O)(=O)N(c1cccc(OC)c1)[C@H]2CC(=O)OCC | 14
O=C(CN1CCC(c2ccccc2F)CC1)Nc1ccc2c(c1)OCO2 | 9
COc1cccc(C(=O)CSc2nnc3c(C)cc4cc5c(cc4n23)OCCO5)c1 | 16
COCCNC(=O)c1cn(C[C@@H]2CCCN(C(=O)c3cscn3)C2)nn1 | 6
Cc1ccc(S(=O)(=O)NC(=O)Nc2ncn[nH]2)cc1 | 12
Cc1ccc(C2=NOC(C)(c3nnc(-c4cccc(Cl)c4)o3)C2)cc1 (configuration not stated) | 9
C/C(Cl)=C/CSc1nc2c(c(=O)n(C)c(=O)n2C)n1Cc1ccc(F)cc1 | 12
CCCCCCCCCCCCC[N+](C)(C)Cc1ccccc1 | 13
CC1=CC(C)(C)N2C(=O)C(=O)c3c4c(cc1c32)OCO4 | 13
CCc1nnc(NC(=O)CN(C)C)s1 | 14
CCC(=O)N1CCc2cc(C(O)CN3CCCCC3)ccc21 (configuration not stated) | 5
Cc1ccccc1NC(=O)CSc1nc(C2CC2)nc2sc3c(c12)CCCC3 | 20
COc1ccc(CN2CCc3sccc3C2C)cc1CN1CCOCC1 (configuration not stated) | 5
Cc1cccc(-n2c(SCC(=O)N3CCOCC3)nnc2-c2ccoc2C)c1 | 6
CC(C)c1ccc(CNn2cnnc2)cc1 | 4
CCn1c(SCC(=O)Nc2ccccc2Cl)nnc1-c1ccco1 | 14
COCCN1C(=O)C(=O)/C(=C(\O)c2ccccc2)C1c1cc(OC)c(OC)c(OC)c1 (configuration not stated) | 5
Cc1ccc(C(=O)N(CC(=O)NC2CCCC2)c2cccc(Cl)c2)s1 | 24
O=C(NC1(C(=O)O)CCCC1)c1ccccc1 | 5
CCOc1ccc(NC(=O)CSc2nc(COc3ccccc3)nc3ccccc23)cc1 | 8
CCOC(=O)c1cnc(SCC(=O)Nc2ccccc2OCC)nc1N | 9
CCN(Cc1ccccc1)S(=O)(=O)c1ccc(NC(=O)c2cnccn2)cc1 | 8
CCOc1ccc2[nH]c(=O)c(CN(Cc3cccs3)C(=O)Nc3ccccc3)cc2c1 | 11
C=CCN1CCN(C(c2ccc(OC)cc2)c2nnnn2C(C)(C)C)CC1 (configuration not stated) | 11
O=C(O)c1ccccc1C(=O)NCCc1ccncc1 | 5
NC(=O)C1CCN(C(=O)c2cc(-c3ccccc3Cl)on2)CC1 | 10
COc1ccccc1C1(NC(=O)c2cnn3cccnc23)CCCC1 | 10
CC(C)(C)C(=O)NC1CC2CCCC(C1)N2C(=O)Nc1cccc(F)c1 (configuration not stated) | 18
Cc1nc2cc(F)ccc2n1C1CCN(CC(=O)Nc2ccccc2F)CC1 | 5
CNC(=O)C1C2C=CC3(O2)C1C(=O)N(Cc1cccs1)C3C(=O)NC1CCCCC1 (configuration not stated) | 5

2 compounds drawn at random from the list so far, as already listed:
SMILES | PGE2 EP2 inh
NC(=O)C1CCN(C(=O)c2cc(-c3ccccc3Cl)on2)CC1 | 10
O=C(NC1(C(=O)O)CCCC1)c1ccccc1 | 5

More compounds
SMILES | PGE2 EP2 inh
O=C(Cn1nc(C(F)(F)F)c2c1CCCC2)NCCCc1ccccn1 | 1
CCOC(=O)Cn1nc(C)n2c(cc3ccsc32)c1=O | 10
Cc1cccc(CNc2n[nH]c3nc(C)cc(C(F)(F)F)c23)n1 | 8
Cc1ccc(CNS(=O)(=O)c2cccc(S(=O)(=O)N3CCCC3)c2)cc1 | 11
CC(=O)Oc1c(C)c(C)c2c(c1C)CCC(C)(CCCC(C)CCCC(C)CCCC(C)C)O2 (configuration not stated) | 13
O=C(CSc1nnc(-c2ccncc2)n1-c1ccc(Cl)cc1)Nc1cccc(O)c1 | 14
Cc1ccc(-c2cc(N)c(=O)n(CC(=O)Nc3ccc4c(c3)OCO4)n2)o1 | 3
COc1cc(-c2nc3cnccn3c2NCc2ccc(F)cc2)ccc1O | 6
COc1ccc(OCCCC(=O)Nc2nc(-c3ccccc3)c(C)s2)cc1 | 4
O=S(O)O.O=S(O)O.[Co].[NH2-].[NH2-].[NH2-].[NH2-] | 15
COC(=O)CSc1nnc(-c2cc(OC)cc(OC)c2)o1 | 22
NC(Cc1ccccc1)(C(=O)O)C(=O)O | 10
CC(C)C(=O)N1CCCc2cc(C(O)CN3CCCCC3)ccc21 (configuration not stated) | 12
CCOc1ccc2c(c1)oc(=O)c1ccccc12 | 15
OC(CN1CCC(O)(c2ccc(F)cc2)CC1)c1ccc(Cl)cc1 (configuration not stated) | 9
C=CCn1c(=O)/c(=C2/Sc3ccc(OC)cc3N2C)s/c1=C1\C(=O)NN=C1C | 36
CC1CCCN(c2ccc(C(=O)NC3CCCCC3)cn2)C1 (configuration not stated) | 16
CCNC(=O)c1c(NC(=O)COc2ccc(OC)cc2)sc2c1CCCC2 | 12
C=CCn1c(SCC(=O)Nc2ccc(OC)cc2)nc2sc(C)cc2c1=O | 4
O=C(Cc1c(F)cccc1Cl)N1CCCC(c2noc(-c3ccccn3)n2)C1 (configuration not stated) | 10

Reformatted: entries from further up
Molecule	PGE2 EP2 inh
Cc1cccc(CNc2n[nH]c3nc(C)cc(C(F)(F)F)c23)n1	8
Cc1ccc(CNS(=O)(=O)c2cccc(S(=O)(=O)N3CCCC3)c2)cc1	11
NC(Cc1ccccc1)(C(=O)O)C(=O)O	10
CCNC(=O)c1c(NC(=O)COc2ccc(OC)cc2)sc2c1CCCC2	12

Back to the main list, starting two compounds before the break.
SMILES | PGE2 EP2 inh
C=CCn1c(SCC(=O)Nc2ccc(OC)cc2)nc2sc(C)cc2c1=O | 4
O=C(Cc1c(F)cccc1Cl)N1CCCC(c2noc(-c3ccccn3)n2)C1 (configuration not stated) | 10
COC(C[C@H](O)CC(=O)[C@@H](C)OCc1ccccc1)OC | 8
CCC1c2ccc(C)n2CCN1C(=O)c1cc(-c2ccccn2)n[nH]1 (configuration not stated) | 11
CCCN1CC=C2C(C#N)=C(N)C(C#N)(C#N)C(c3ccc(OC)c(OC)c3)C2C1 (configuration not stated) | 9
O=C1C2CCCCN2C(=O)c2ccccc2N1Cc1ccccc1F (configuration not stated) | 14
CCOc1ccc2nc(Nc3nc(C)c(C(C)=O)c(C)n3)nc(C)c2c1 | 8
NC(=O)c1c(NC(=O)CCCN2C(=O)/C(=C/c3cccs3)SC2=S)sc2c1CCCC2 | 8
NS(=O)(=O)c1ccc(N=Nc2nc3[nH]c(=O)[nH]c(=O)c3[nH]2)cc1 | 17
CCc1ccc(-n2nnnc2SCC(=O)Nc2nnc(CC)s2)cc1 | 10
Cc1ccccc1-c1noc(C(C)NC(=O)CCN2Cc3ccccc3C2=O)n1 (configuration not stated) | 8
CCOC(=O)CNC(=O)CSc1nnc2c3c4c(sc3nc(CC)n12)CC(C)CC4 (configuration not stated) | 18
COc1ccc(Cc2nnc(NC(=O)COc3ccc(Cl)cc3)s2)cc1OC | 14
CCOC(=O)c1cccc(NC(=O)CN2CCN(Cc3ccc4c(c3)OCO4)CC2)c1 | 5
O=C(Nc1c[nH]c(=O)[nH]c1=O)Oc1ccccc1 | 10
COCCn1nnnc1C(c1cc2cc(OC)ccc2[nH]c1=O)N1CCN(c2ccccc2F)CC1 (configuration not stated) | 12
COc1ccccc1C1(O)CCN(CC(O)c2ccc3ccccc3c2)CC1 (configuration not stated) | 9
CC(=O)N(CCc1cccc(C)c1)Cc1cc2cc(C)c(C)cc2[nH]c1=O | 5
O=C1C(=O)c2ccccc2C(O)=C1C1CCC(c2ccc(Cl)cc2)CC1 (configuration not stated) | 12
Nc1cccc(NC(=O)CN2CCCCC2)c1 | 7
Cc1ccc(C)c(N2CCN(CC(O)c3ccc4c(c3)OCCCO4)CC2)c1 (configuration not stated) | 5
Cc1ccc(-c2cn3c(c2C)-c2cccn2CC3)cc1 | 12
COc1cccc(C(C(=O)NC2CCCC2)N(C(=O)c2ccco2)c2ccc(C)c(C)c2)c1OC (configuration not stated) | 12
CC(C)(C)c1csc(NC(=O)C2CCCCC2)n1 | 7
CCOC(=O)C[C@H]1c2ccc(C(F)(F)F)cc2S(=O)(=O)N1Cc1ccccc1 | 15
O=C(CN1CCC(C(=O)c2ccccc2)CC1)Nc1ccccc1Br | 8
COc1cccc(C2CC(C(F)(F)F)n3ncc(C(=O)N4CCC(C)CC4)c3N2)c1 (configuration not stated) | 8
Cc1c(C(N)=O)cc([N+](=O)[O-])cc1[N+](=O)[O-] | 9
O=C1c2ccccc2-c2ccc(N=[N+]([O-])c3ccc4c(c3)C(=O)c3ccccc3-4)cc21 | 51*
CC(C)C(=O)Nc1cccc(C(=O)OCC(=O)c2cccs2)c1 | 18
COc1ccccc1NC(=O)N(Cc1ccc(F)cc1)Cc1nc2ccccc2c(=O)[nH]1 | 7
CC1CCCN(C(=O)CSc2ncnc3c(-c4ccc(Cl)cc4)nsc23)C1 (configuration not stated) | 9
COc1cccc(C(=O)N2CCN(Cc3ccccc3F)CC2)c1OC | 7
COc1ccc(NC(=O)c2ccco2)cc1NC(=O)c1c(OC)cccc1OC | 9
CN(C)CCCN(Cc1ccc(-n2cccn2)cc1)Cc1ccccn1 | 5
Cc1ccc(C2=NOC(C)(c3sc(-c4ccc(Cl)cc4)nc3C)C2)cc1 (configuration not stated) | 23
COc1ccc(/C(O)=C2/C(=O)C(=O)N(CCN(C)C)C2c2cc(OC)ccc2OC)c(C)c1 (configuration not stated) | 13
COc1cccc(N2CC(C(=O)OC(CCCl)C(=O)c3ccc(F)cc3)CC2=O)c1 (configuration not stated) | 10
C/C(Cl)=C/Cn1c(Nc2cccc(C)c2)nc2c1c(=O)n(C)c(=O)n2C | 8
Cc1cc(C)cc(C(=O)NCc2cccnc2)c1 | 9
COc1ccc(CCNC(=O)CN2C(=O)c3cccc4cccc2c34)cc1 | 13
O=C(CCC1CCCC1)NCc1ccco1 | 8

In a second layout: results already given
Structure,PGE2 EP2 inh
CC1CCCN(C(=O)CSc2ncnc3c(-c4ccc(Cl)cc4)nsc23)C1 (configuration not stated),9
COc1cccc(C(=O)N2CCN(Cc3ccccc3F)CC2)c1OC,7
COc1ccc(NC(=O)c2ccco2)cc1NC(=O)c1c(OC)cccc1OC,9

Next structures follow:
SMILES | PGE2 EP2 inh
COc1ccc(-c2c(C)[nH]n3c(=O)c(C)c(C)nc23)cc1 | 12
Cc1cccc(C)c1NC(=O)CN1C(=O)C(C)(C)Oc2ccc(C(=O)NC(C)C)cc21 | 5
O=C(CSc1nnc2c3ccccc3nc(Cc3ccccc3)n12)NC1CCCCC1 | 11
COc1ccc2c(Cl)cc(NC(=S)Nc3ccccc3)nc2c1 | 13
CCN(CC)CCCNC(=O)c1cc2nc(-c3ccco3)cc(C(F)(F)F)n2n1 | 14
CCOC(=O)Cc1csc(NC(=O)CSc2nc3cc4c(cc3cc2C)OCCO4)n1 | 24
COc1ccc(NC(=S)N(CCc2nc3ccccc3[nH]2)C2CCCCC2)cc1 | 10
CCc1sc(NC(=O)c2cnc(SC)nc2)nc1-c1ccc(F)cc1 | 5
CC1CCCCN1C(=S)Nc1ccccc1 (configuration not stated) | 9
Cc1c(CN2CCc3nc(N4CCCCCC4)[nH]c(=O)c3C2)c(=O)n(C)c(=O)n1C | 4
C=CCOc1ccc(C2NC(=O)NC(C)=C2C(=O)OCC)cc1 (configuration not stated) | 15
O=C(c1cccs1)N1CCC[C@H]1Cn1nc(-c2cccs2)ccc1=O | 9
S=c1[nH]nc(COc2ccc3ccccc3c2)n1-c1ccccc1 | 8
Cc1nc(NC(=O)CCc2ccccc2)sc1C | 8
CN1CCc2ccccc2[C@H]1Cc1ccccc1NC(=O)c1sc2ccccc2c1Cl | 42*
Cn1c(=O)n(C)c2cc(S(=O)(=O)Nc3ccc(O)cc3)ccc21 | 6
COc1ccc(CN2CCN(S(C)(=O)=O)CC2)cc1OC | 8
CCOc1ccc2[nH]c(=O)c(C(c3nnnn3CCOC)N3CCN(C4CCCCC4)CC3)cc2c1 (configuration not stated) | 10
CN(C)C(=O)CSc1nc(COc2ccccc2)nc2ccccc12 | 4

Screens deposited in PubChem by Emory University Molecular Libraries Screening Center.
